GRP78 ERSR act = inducers of ER stress response in human glioma cells; Potency, µM, for the others: top-dose activation, hits mostly activators; 420,000 tested, 0.02% active; U87-MG GRP78 promoter luciferase reporter, 16 h; note: potency is the fitted concentration of half-maximal effect; series mostly up to about 76 µM; % of control where 0% means no effect; nearly all actives have a fitted effect of over 35% in size
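Stably transfected U87-MG human glioma cells carrying a GRP78-based luminescent sensor were seeded at 1000 cells/well, pin-dosed with compounds and incubated 16 h. Luciferase reagent was then added, and end-point luminescence was read after 10 min at room temperature.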
D2 potentiator = positively modulates the human D2 dopamine receptor allosterically; P14416; potentiation, % at 10 µM; HEK293 T-REx D2, calcium flux, EC20 dopamine potentiation; 340,000 tested, 0.34% active;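 active = potentiation over 3 SD above the plate norm, cut at about 30% in these data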; note: 0% is about no effect
Target sequence (P14416 whole entry, looked up): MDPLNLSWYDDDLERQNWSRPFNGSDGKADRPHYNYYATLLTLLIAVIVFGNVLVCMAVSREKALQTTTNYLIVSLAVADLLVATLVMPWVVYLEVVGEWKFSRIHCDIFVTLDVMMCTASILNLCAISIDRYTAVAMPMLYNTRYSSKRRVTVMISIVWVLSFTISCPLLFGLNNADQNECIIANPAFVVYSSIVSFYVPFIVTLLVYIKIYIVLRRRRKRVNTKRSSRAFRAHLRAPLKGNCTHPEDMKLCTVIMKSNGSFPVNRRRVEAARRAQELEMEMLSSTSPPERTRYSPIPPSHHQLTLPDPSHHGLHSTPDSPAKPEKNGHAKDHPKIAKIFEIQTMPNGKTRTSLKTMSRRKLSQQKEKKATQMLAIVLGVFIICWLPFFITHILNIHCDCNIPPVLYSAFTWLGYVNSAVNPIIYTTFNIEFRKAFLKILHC
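Potentiation of an EC20 dopamine calcium response measured kinetically over 180 s, after a preceding 180 s compound-only read flagging agonists. Cells: inducible Hek293 Trex D2 line, 4000/well, cultured overnight at 30 C before dye loading.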
D1 ag = human D1 receptor agonism | HEK293 T-REx D1 cells, calcium flux, agonist mode | P21728 | AID 504660 | 360,000 tested, 1% active | activation, % at 2 µM; in the data active = activation above about 30%; note: 0% is about no effect
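Inducible HEK293 T-REx D1 cells, force-coupled to calcium signalling, were plated at 4000 cells/well with tetracycline and held overnight at 30 C. After no-wash calcium dye loading, compound-evoked calcium rise over 180 s flagged agonists.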
RXFP1 antag = blocks the human relaxin receptor RXFP1; Q9HBX9; HEK293-RXFP1, relaxin-stimulated cAMP HTRF, 30 min; active compounds read low; activity change, negative = inhibition, % at 57.5 µM; 350,000 tested, 0.59% active; AID 1259400;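 active = activity change of -60% or lower, but not beyond a set lower limit; inconclusive = change between -60% and -40%, or beyond the set limit; inactive = change above -40%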; note: % is set by controls: 0 for no effect and ±100 for the full control effect
D1 antag = human D1 dopamine receptor antagonism; activity change, negative = inhibition, % at 10 µM; HEK293 TREx D1 cells, calcium flux, dopamine EC80; active compounds read low; AID 504652; 360,000 tested, 3.2% active; in the data active = activity change below about -30%; note: % is set by controls: 0 for no effect and ±100 for the full control effect
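Kinetic fluorescence of a calcium dye serves as the read-out. D1-expressing Hek293 Trex cells, induced overnight at 30 C, are exposed to compound for 180 s before an EC80 dopamine addition, then read 180 s further.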
Vif-A3G inh = Vif-A3G binding inhibition; Q9HC16; AID 602310; 410,000 tested, 0.076% active; HeLa A3G-eYFP + Vif (tagged APOBEC3G with the HIV-1 protein that degrades it), YFP fluorescence, overnight; Potency, µM (series often up to 46.1 µM), inactives show at the top dose activity, negative = active, actives largely listed as inhibitors;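 note: potency is the fitted concentration of half-maximal effect; % is set by controls: 0 for no effect and ±100 for the full control effect; nearly all actives have a fitted effect of over 60% in size; hits raise eYFP signal because A3G escapes Vif-driven loss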
Target sequence (Q9HC16 whole entry, looked up): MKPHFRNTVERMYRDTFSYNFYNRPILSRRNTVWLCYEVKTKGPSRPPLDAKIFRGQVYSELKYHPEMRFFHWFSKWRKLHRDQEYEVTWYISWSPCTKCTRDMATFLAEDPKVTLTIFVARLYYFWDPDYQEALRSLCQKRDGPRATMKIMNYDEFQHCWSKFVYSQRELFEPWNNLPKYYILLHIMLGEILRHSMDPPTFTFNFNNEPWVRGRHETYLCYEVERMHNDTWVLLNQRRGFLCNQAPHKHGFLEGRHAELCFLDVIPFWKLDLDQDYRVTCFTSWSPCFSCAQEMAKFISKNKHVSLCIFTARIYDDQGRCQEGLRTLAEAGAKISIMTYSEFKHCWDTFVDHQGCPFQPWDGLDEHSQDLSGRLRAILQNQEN
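Read-out is eYFP fluorescence (Ex 488/Em 500-530) from Vif-expressing HeLa A3G-eYFP cells; more signal means A3G escaped Vif-mediated degradation. Cells plated overnight, compound pinned in, incubated overnight at 37 deg C.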
Vif-APOBEC3F blk = Vif-A3F binding inhibition | HeLa A3F-eYFP + Vif (tagged APOBEC3F with the HIV-1 protein that degrades it), YFP fluorescence increase | Potency, µM (doses to about 46.1 µM), without a hit: top-dose activity, negative = active | 390,000 tested, 0.2% active | AID 602313; note: potency is the fitted concentration of half-maximal effect; % of control where 0% means no effect; nearly all actives have a fitted effect of over 65% in size
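Fluorescence increase (Ex 488/Em 500-530) after overnight compound treatment at 37 deg C flags inhibition of Vif-driven A3F-eYFP loss in stable HeLa A3F-eYFP/Vif cells seeded overnight beforehand.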
D1 PAM = human D1 dopamine receptor positive modulation; potentiation, % at 10 µM; HEK293 TREx D1 cells, calcium flux, dopamine EC20 potentiation; P21728; 360,000 tested, 0.036% active; in the data active = potentiation above about 30%; note: 0% is about no effect
RXFP1 ag = agonists of human relaxin receptor RXFP1 | Potency, µM (top dose mostly 57.5 µM), without a hit: at the highest dose activation, actives largely listed as activators | HEK293T-RXFP1 cAMP TR-FRET, 30 min; response scale: percent of porcine relaxin response, buffer zero | 370,000 tested, 0.3% active | Q9HBX9 | AID 2676; note: potency is the fitted concentration of half-maximal effect; % is set by controls: 0 for no effect and ±100 for the full control effect; nearly all actives have a fitted effect of over 60% in size; many of its hits are not listed in these tables
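cAMP rise read by TR-FRET after 30 min, 37C compound exposure (up to 58 uM) in RXFP1-transfected HEK293 cells with Ro 20174 present. EC50 from Hill-equation fits, with 29 nM porcine relaxin as 100% and buffer as basal.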
The depositor's hits bear a star; ? = inconclusive; . = not tested or not shown. Unless noted, calls come from the whole dose curve; as a rule, active = well fitted curve in the direction sought with a large enough effect; inconclusive = small, poorly fitted or top-dose-only effect, or another doubt; inactive = no such curve, though single readings can be large; an effect the other way counts as inactive or inconclusive.

Below each SMILES: GRP78 ERSR act	D2 potentiator	D1 ag	RXFP1 antag	D1 antag	Vif-A3G inh	Vif-APOBEC3F blk	D1 PAM	RXFP1 ag
1	CCOc1cc2[nH]c(=O)n(CCCCC(=O)NC3CCCCCC3)c(=O)c2cc1OCC
    4%	-12	1	-7	-6	-4%	2%	-4	-0.4%
2	COc1ccc(NC(=O)c2nnn(CC(=O)Nc3ccc4c(c3)OCO4)c2N)cc1OC
    0%	11	2	2	-2	0%	2%	1	0.9%
3	CCn1c(=O)c(=O)[nH]c2cc(C(=O)N3CCN(Cc4ccc5c(c4)OCO5)CC3)ccc21
    -3%	-5	0	-10	0	0%	-1%	-4	1.3%
4	Cc1cc(C)c(C#N)c(SC(F)F)n1
    -1%	2	1	5	-14	0%	-9%	-10	1.7%
5	CCCn1c(N)c(C(=O)CSc2nc(C3CC3)n(-c3ccccc3)n2)c(=O)[nH]c1=O
    -4%	.	.	1	.	-3%	1%	.	.
6	COCC1CCN(C(=O)C2CCC(=O)N(CCc3ccc(Cl)cc3)C2)CC1 (stereo not drawn)
    12%	-5	1	-7	17	5%	-6%	-9	0.0%
7	CCOC(=O)C1=C(C)NC(=O)NC1c1ccc(OCC(N)=O)cc1 (stereo not drawn)
    -4%	-3	0	-12	7	-8%	-5%	-4	1.9%
8	O=C(O)CSc1nc(-c2ccccc2)nc2c1CCCC2
    -2%	5	2	-5	-1	-6%	1%	2	8.5%
9	O=C(CCc1ccccc1)N1CCN(c2ccccn2)CC1
    -2%	6	2	-8	-6	2%	-5%	-4	6.2%
10	CCOC(=O)CNS(=O)(=O)c1cc(-c2n[nH]c(=O)c3ccccc23)ccc1C
    -2%	-3	8	5	-2	-4%	8%	-14	5.4%
11	CC(c1ccco1)N(C(=O)c1ccc(C(F)(F)F)cc1)c1ccccn1 (stereo not drawn)
    -3%	-4	-3	-15	37	4%	1%	3	-0.9%
12	O=C(CNC(=O)c1ccc2c(c1)OCO2)N/N=C/c1cc(Br)ccc1O
    -3%	-10	2	-20	-6	-11%	-16%	3	12%
13	CC(C)c1cc(C(=O)N/N=C/c2cccnc2)cs1
    4%	-7	0	-6	-12	-10%	-15%	-1	0.7%
14	O=C(N/N=C/c1ccccn1)c1cc(C2CC2)nc2ccccc12
    -3%	0	4	-30	-1	?	-2%	-7	1.9%
15	N#CC1=C(N)Oc2nc(-c3ccccc3)[nH]c2C1c1cccnc1 (stereo not drawn)
    -5%	16	0	-1	1	2%	.	-10	3.0%
16	CCN(CC(=O)Nc1c(F)cccc1F)C(=O)CSCc1c(C)noc1C
    -4%	1	0	0	9	1%	-19%	4	2.6%
17	FC(F)(F)c1ccc(Cl)c(NC(=S)N/N=C/c2ccccc2C(F)(F)F)c1
    -3%	-1	5	-17	-7	-7%	-7%	-1	-1.6%
18	COc1ccccc1C(=O)OCC(=O)Nc1ccccc1OC(F)F
    -2%	3	2	5	-10	2%	-3%	-4	-2.7%
19	CCOc1cc(CNC2CCCC2)cc(Cl)c1OCc1ccccc1
    -13%	11	16	-22	7	7%	-7%	-2	3.6%
20	CC(=O)N1c2ccc(S(=O)(=O)NCCC(=O)Nc3ccc(Br)c(C)c3)cc2CC1C (stereo not drawn)
    -3%	0	4	-24	-3	0%	5%	-4	0.8%
21	O=C(CCc1c[nH]c2ccccc12)NCCc1ccc(O)cc1
    -2%	7	0	0	4	-6%	-8%	0	1.2%
22	COc1ccc(S(=O)(=O)Nc2ccc3c(c2)OCO3)cc1C(=O)O
    -3%	-5	9	-9	-4	-1%	-2%	2	0.0%
23	O=C1CSC(c2cccs2)N1c1ccccc1 (stereo not drawn)
    -4%	-7	0	-16	-8	-6%	-10%	2	-0.3%
24	Cc1ccc2c(c1)cc1c(=O)n(CC(=O)NC3CCCCC3)nc(C)n12
    -3%	-4	1	6	-6	-4%	-10%	-4	2.1%
25	O=C(Cn1cc(S(=O)(=O)N2CCCC2)c(S(=O)(=O)N2CCCC2)c1)Nc1ccccc1
    0%	5	0	-5	0	-1%	-28%	-3	0.3%
26	CC(=O)Nc1ccc2c(CSc3nnc(N)s3)cc(=O)oc2c1
    -4%	-1	7	4	-2	0%	9%	4	-0.1%
27	Cc1nn(-c2ccccc2)c2c1C(O)n1c(nc3ccccc31)S2 (stereo not drawn)
    1%	4	0	-2	-6	-2%	2%	-4	-1.0%
28	CCC(C)N=Cc1c(NCc2ccco2)nc2c(C)cccn2c1=O (stereo not drawn)
    -3%	4	-1	14	0	-1%	1%	4	6.7%
29	COc1cc(/C=N/Nc2ccccc2)ccc1O
    1%	-4	6	-1	-1	-23%	?	-4	3.1%
30	O=C(OCc1ccccc1Cl)c1ccc(-c2nnn(Cc3ccccc3)n2)cc1
    .	-2	3	6	-1	.	.	-3	-2.0%
31	COC(=O)C1CCN(C(=O)c2ccccc2Oc2ccccc2)CC1
    -4%	-8	0	12	2	1%	-4%	6	-1.1%
32	CCCS(=O)(=O)c1c(S(=O)(=O)CCC)c2ccccn2c1C(=O)OC
    -2%	3	1	0	-2	4%	-18%	0	0.8%
33	O=c1[nH]c2c(=O)[nH]cnc2nc1-c1ccccc1
    0%	.	.	1	.	3%	0%	.	.
34	C/C(CC(=O)NCCCN1CCOCC1)=N\NC(=O)COc1ccc(C)cc1
    -3%	9	-1	-5	12	3%	2%	-3	1.4%
35	Cn1ncc(Cl)c1C(=O)N1CCN(S(=O)(=O)c2ccc(Cl)s2)CC1
    -4%	3	5	-11	-23	-2%	-8%	4	3.4%
36	CCCN1CCN(C(=O)c2ccc(CS(=O)c3ccc(Br)cc3)o2)CC1 (stereo not drawn)
    -3%	.	.	-6	.	0%	3%	.	.
37	Nc1cc2ccccc2oc1=O
    3%	5	0	-5	-11	0%	-9%	-3	-0.5%
38	CC1(C)OC2COC(c3[nH]nc4c(=O)[nH]c(=O)[nH]c34)C2O1 (stereo not drawn)
    -2%	.	.	9	.	2%	1%	.	.
39	O=C(NCCc1ccccc1)C1CC(c2ccccc2O)=NO1 (stereo not drawn)
    -3%	8	5	2	-26	-3%	-2%	4	0.4%
40	O=C(Nc1cccc(F)c1)C1CCCCC1
    -1%	.	-2	.	8	4%	-8%	11	0.6%
41	O=C(C1CCC1)N1CCc2cc(S(=O)(=O)N3CCCCC3)ccc21
    -1%	-6	0	0	-8	0%	1%	-4	2.4%
42	CCSc1nc(N)nc2c1ncn2C1OC(CO)C(O)C1O (stereo not drawn)
    2%	.	.	0	.	0%	1%	.	.
43	CC1CCCC(C)N1CCCNC(=O)C1CCCN(S(=O)(=O)N2CCCCC2)C1 (stereo not drawn)
    -2%	.	.	7	.	2%	1%	.	.
44	O=C(NCc1ccccc1Cl)C1CCCN1S(=O)(=O)c1ccc(F)cc1 (stereo not drawn)
    -2%	5	2	-6	-20	5%	0%	-4	-0.8%
45	CC(=C/c1ccccc1)/C=N/n1c(-c2ccco2)n[nH]c1=S
    0%	8	17	-39	1	1%	-1%	4	-3.0%
46	Cc1cccc(-c2nnc(SCc3nc4ccccc4[nH]3)n2Cc2ccco2)c1
    -2%	-7	1	-5	-1	-1%	-3%	-2	3.4%
47	Cn1c(N)c(C(=O)COC(=O)c2ccc(S(=O)(=O)N3CCCCC3)cc2)c(=O)n(C)c1=O
    .	14	2	.	-4	.	.	-1	0.5%
48	COc1cccc(N2CC(NS(=O)(=O)c3ccc(Cl)cc3)CC2=O)c1 (stereo not drawn)
    -3%	16	25	-7	-2	0%	1%	-1	-1.5%
49	CC(C)Cc1nn2c(=O)cc(COC(=O)c3ccc(NC(=O)c4cccs4)cc3)nc2s1
    1%	10	1	11	1	6%	1%	0	13%
50	O=C(CC1C(=O)NCCN1CCCc1ccccc1)NCCc1ccccc1F (stereo not drawn)
    1%	4	34*	3	-29	-3%	-20%	2	-0.5%
51	Cc1ccc(S(=O)(=O)C(CNC(=O)COc2ccc(Cl)cc2)c2ccco2)cc1 (stereo not drawn)
    -4%	-2	-3	-19	.	3%	-5%	-1	3.0%
52	NC1=NN=C(N2N=C(c3ccc(Br)cc3)CC2(O)C(F)(F)F)n2ncnc2C1 (stereo not drawn)
    -2%	.	2	10	-45*	1%	17%	-8	5.6%
53	COc1cc(/C=N\NC(=O)c2ccc(-c3ccccc3)cc2)cc(Br)c1O
    -6%	-7	0	5	-9	-18%	-20%	-2	0.7%
54	COc1ccc2c(CNCc3cccs3)c(C(=O)O)n(Cc3ccc(C)cc3)c2c1
    -1%	0	0	.	0	3%	-3%	2	-0.2%
55	COc1ccc(C(CNC(=O)c2cc(S(=O)(=O)Nc3cccc(C)c3)ccc2C)N2CCCC2)cc1 (stereo not drawn)
    -2%	.	.	-7	.	0%	-2%	.	.
56	COc1cc(OC)cc(C(=O)N[C@@H](CCSC)c2nc3ccccc3[nH]2)c1
    -3%	.	0	8	-19	1%	-4%	-2	1.3%
57	COc1cccc(CN(C(=O)/C=C/c2ccc(Cl)cc2)C2CCS(=O)(=O)C2)c1 (stereo not drawn)
    -5%	-3	0	-14	-12	0%	-22%	-3	1.3%
58	O=C(Nc1ccc(Cl)cc1)/C(=C/c1cccc(O)c1)c1nc2ccccc2s1
    -3%	13	4	-17	-15	-25%	?	0	-0.6%
59	COCCN(Cc1ccccc1)C(=S)Nc1ccc(OC(F)F)cc1
    -4%	12	0	3	-13	-8%	-4%	-4	0.1%
60	Cc1cccc(-n2c(O)c(C=Nc3ccccc3N)c(=O)[nH]c2=O)c1
    5%	-3	3	52	-17	-1%	9%	2	-0.3%
61	Cn1c(=O)c2c(nc(Oc3ccc(F)cc3)n2Cc2ccc(F)cc2)n(C)c1=O
    -2%	-4	0	.	0	2%	-3%	-4	0.6%

Rewritten with tabs: entries from further up
cpd	smiles	GRP78 ERSR act	D2 potentiator	D1 ag	RXFP1 antag	D1 antag	Vif-A3G inh	Vif-APOBEC3F blk	D1 PAM	RXFP1 ag
56	COc1cc(OC)cc(C(=O)N[C@@H](CCSC)c2nc3ccccc3[nH]2)c1	-3%	.	0	8	-19	1%	-4%	-2	1.3%
34	C/C(CC(=O)NCCCN1CCOCC1)=N\NC(=O)COc1ccc(C)cc1	-3%	9	-1	-5	12	3%	2%	-3	1.4%

Screens (PubChem BioAssay)

This is a subset (hit frequency here may not be typical).
